aSyn 5UTR inh: 5' untranslated region of α-synuclein, MLPCN primary screen. alpha-synuclein 5'UTR reporter, inhibitor activity. inhibition, % (tested at 7.5 µM). 0.82% of 300,000 active. AID 1813; in the data active means inhibition above about 60%;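 further: H4 neuroglioblastoma cells stably carrying SNCA 5'UTR luciferase fusion; 0% = DMSO wells and 100% = positive control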
AI-2 QS mod: modulators of Vibrio harveyi AI-2 quorum sensing system | Vibrio harveyi JMH597 AI-2 luminescence/OD600 ratio, 9 h; stronger effect = lower value; strain lacks LuxN and CqsS sensors; 0 = neutral-control median | 0.4% of 300,000 active | activity change, % at 7.5 µM | AID 2094; in the data active means activity change below about -75%, passing the limit was not always enough;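 further: luminescence divided by OD600 gain over 9 h not by final OD600 alone; inactives centre near 13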
HSF1 inh: HSF1 inhibition; NIH3T3-HGL HSE-luciferase, MG132-induced, luminescence 8 h; stronger effect = lower value; activity change, negative = inhibition, % at 7.5 µM (by protocol); 0.77% of 300,000 active; AID 2098;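 active means more than half of replicate wells show activity change below -50%, luminescence cut by over half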;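 further: luciferase reports HSF-1 transcriptional activity via heat shock element; 0% = median of DMSO wells and -100% = zero luminescence signal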
IEC-6 tox: IEC-6 cytotoxicity, counter-screen for KLF5 inhibitors; 0.78% of 290,000 active; AID 1825; inhibition, % at 5 µM; luminescence viability; in the data active means inhibition above about 22%;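 further: 0% = plate median of test compound wells and 100% = cytotoxic reference compound wells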
Platelet DG rel: platelet dense granule release activity; 0.22% of 300,000 active; AID 1663; inhibition, %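 (compounds screened at 7.5 µM in platelet-rich plasma)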; human platelet-rich plasma, SFLLRN dense granule ATP release, luminescence;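 active means mean replicate score, as percent of positive control, at or above 50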
HSP90 inh: blocks HSP90-mediated luciferase refolding in reticulocyte lysate; 0.91% of 290,000 active; Rabbit reticulocyte lysate, luciferase refolding luminescence, 3 h; AID 1789; inhibition, % at 5.6 µM;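 active means inhibition above the screen-wide mean plus 3 SD, computed separately per campaign, cut at about 16% in these data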;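 further: 0% = DMSO wells and 100% = 60 µM geldanamycin wells; inhibitors lower the luminescence because luciferase stays unfolded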
HIF activator: HIF pathway transcriptional activation. U2OS HRE-luciferase reporter, luminescence; normalized: DMSO 0%, desferrioxamine 100%. activation, % at 7.5 µM (by protocol). 0.32% of 300,000 active. AID 1910;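 active means mean activation of at least 10% of the iron chelator positive control signal, with at least half of replicates also reaching 10%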
HSF-1 act: increases HSF-1 driven luciferase reporter signal; AID 504408; activation, % at 9 µM; NIH3T3-HGL HSF-1 luciferase reporter, MG132, 8 h; 100% = twice DMSO control signal; 1.7% of 300,000 active;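 active means mean replicate activation of at least 50% with a set share of replicates each reaching 50%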;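 further: 0% = median of the neutral control wells and 100% = twice that signal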
KLF5 inh: inhibitors of KLF5 expression. DLD-1 KLF5 promoter-luciferase reporter, luminescence. inhibition, % at 5 µM. 0.23% of 290,000 active;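 active means inhibition above a per-plate limit of that plate's mean compound inhibition plus 3 SD, cut at about 60% in these data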;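 further: 0% = DMSO wells and 100% = LY294002 at 200 µM; higher means less KLF5 promoter-driven luciferase light; inactives centre near -14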
HDAC3 inhib: human HDAC3 inhibition | recombinant HDAC3, fluorogenic peptide/trypsin coupled, fluorescence | O15379 | 0.15% of 320,000 active | AID 2718 | inhibition, % at 8.3 µM; in the data active means inhibition above about 26%, passing the limit was not always enough
Target sequence (O15379 whole entry, looked up): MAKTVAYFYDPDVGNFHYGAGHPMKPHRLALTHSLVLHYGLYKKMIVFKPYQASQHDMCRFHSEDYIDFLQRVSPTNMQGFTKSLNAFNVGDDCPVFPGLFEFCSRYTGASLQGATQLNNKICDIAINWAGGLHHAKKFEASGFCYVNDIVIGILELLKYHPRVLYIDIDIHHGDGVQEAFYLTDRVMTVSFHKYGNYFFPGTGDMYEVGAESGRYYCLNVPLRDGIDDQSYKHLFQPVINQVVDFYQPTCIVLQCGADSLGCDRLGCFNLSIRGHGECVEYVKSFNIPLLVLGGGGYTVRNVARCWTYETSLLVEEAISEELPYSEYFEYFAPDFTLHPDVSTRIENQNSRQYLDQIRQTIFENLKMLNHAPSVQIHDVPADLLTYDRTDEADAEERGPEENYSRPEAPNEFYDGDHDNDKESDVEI
* hit, by the source's call; nt = not tested or not shown.

Start of the listing, in advance, 2 compounds:
SMILES	aSyn 5UTR inh	AI-2 QS mod	HSF1 inh	IEC-6 tox	Platelet DG rel	HSP90 inh	HIF activator	HSF-1 act	KLF5 inh	HDAC3 inhib
CN(/N=C/c1ccc(Br)o1)C1=NS(=O)(=O)c2ccccc21	2	32	12	4	-1	-1	0.2	18	-34	-11
CC1(C)SC(=S)N(NC(=O)Nc2ccccc2)C1N(O)C(=O)Nc1ccccc1 (stereo unspecified)	-27	35	6	-4	10	2	0.1	1	-16	1

Results, previewed entries included:
SMILES	aSyn 5UTR inh	AI-2 QS mod	HSF1 inh	IEC-6 tox	Platelet DG rel	HSP90 inh	HIF activator	HSF-1 act	KLF5 inh	HDAC3 inhib
CN(/N=C/c1ccc(Br)o1)C1=NS(=O)(=O)c2ccccc21	2	32	12	4	-1	-1	0.2	18	-34	-11
CC1(C)SC(=S)N(NC(=O)Nc2ccccc2)C1N(O)C(=O)Nc1ccccc1 (stereo unspecified)	-27	35	6	-4	10	2	0.1	1	-16	1
COC(=O)c1ccc(NS(=O)(=O)NC(=O)c2c[nH]c3ccccc23)cc1	-54	6	-27	7	-2	2	2.4	-46	-10	-5
COc1cc2cc(C)c3nnc(SCC(=O)Nc4cc(C)on4)n3c2cc1OC	14	6	-1	0	11	1	0.0	5	1	-2
CCN(CC)S(=O)(=O)c1ccc(NC(=O)C(OC)c2ccccc2)cc1 (stereo unspecified)	28	5	8	4	-3	0	-0.6	28	7	11
COc1ccc(CCNC(=O)CCOc2cc(C)ccc2C)cc1OC	22	5	-8	-1	-6	-5	-0.6	0	-11	1
N#Cc1ccc(COC(=O)c2ccc3c(=O)[nH]c(CN4CCOCC4)nc3c2)cc1	9	13	7	4	1	0	0.0	4	7	-1
CC1CCc2nc(NC(=O)C3CC3)sc2C1 (stereo unspecified)	-138	12	9	2	0	1	2.1	13	-63	-2
S=C(NCCc1ccccc1)Nc1ccccc1Cl	-20	-30	19	7	10	5	0.6	47	-23	-7
COc1cccc(-c2nc(SCC(=O)Nc3nc(-c4ccccc4)c(C)s3)[nH]c(=O)c2C#N)c1	-10	22	-1	1	-10	-7	0.0	11	-27	7
O=C(CN1C(=O)c2cccnc2Oc2ccc(Cl)cc21)Nc1ccccc1F	-51	8	8	2	1	36*	0.7	4	-15	-2
Nc1ccc2nc(COc3ccccc3)[nH]c2c1	-11	4	12	-6	9	2	0.6	28	-16	6
COc1ccc(/C=C(/NC(=O)c2ccccc2)c2nc3ccccc3[nH]2)cc1OC	-6	1	-1	-3	3	2	-12	11	15	-2
COc1ccc(NC(=O)Nc2ccc([N+](=O)[O-])cc2)cn1	-102	20	11	3	3	-1	0.7	23	-46	-1
Cc1cnc(C(=O)OCc2ccc(Br)cc2F)cn1	0	16	-2	-3	-3	-3	-0.1	-2	-6	-4
CCn1nc(NS(=O)(=O)c2ccccc2)c2cc3cc(C)ccc3nc21	-14	15	-4	-5	-5	-4	0.4	15	-13	-2
Cc1cc(Nc2nc3ccccc3[nH]c2=O)n(-c2ccccc2)n1	nt	nt	nt	4	nt	1	nt	nt	-10	3
O=C(NCc1ccccc1)c1c[nH]c2ccc(S(=O)(=O)Nc3ccc4c(c3)OCCO4)cc2c1=O	-4	49	-12	-6	-1	4	-0.3	-13	25	5
CCOC(=O)c1c(NC(N)=O)sc(C)c1C	34	9	-4	1	-1	4	0.1	-9	-6	4
O=C(O)CCN1C(=O)/C(=C\c2cccc(OCc3ccccc3)c2)SC1=S	-11	21	5	-1	4	-2	0.0	16	-6	-3
S=c1[nH]c2ccccc2n2c(=S)[nH]nc12	6	5	-4	0	5	0	0.6	-7	-13	7
CC1CC(=O)Nc2ccccc2N1C(=O)Nc1ccccc1 (stereo unspecified)	-19	30	-11	0	-3	2	-0.3	-3	-15	7
COc1ccc2c(c1)-c1nc(N)sc1CC2	1	15	3	1	12	-4	0.2	12	-4	-1
CCOC(=O)C1CCN(c2cc(=O)n(-c3ccccc3Cl)c(=O)[nH]2)CC1	15	-2	-5	-3	-2	-1	nt	-3	11	-5
CC(C)c1ccc(COc2ccc(C(=O)N3CCOCC3)cc2)cc1	-52	46	7	7	2	1	0.7	17	-44	4
COc1ccccc1N(C)S(=O)(=O)c1ccc(C(=O)OCC(=O)NCc2ccco2)cc1	-6	11	7	9	1	0	-0.1	19	-27	1
COc1ccc(OCC(=O)NNC(=O)C(=O)Nc2ccc(C)cc2)cc1	24	38	-2	-3	11	0	-0.8	4	14	-5
Cc1ccccc1CNC(=O)C(=O)NCC1OCCCN1S(=O)(=O)c1ccc(F)cc1C (stereo unspecified)	-12	5	0	3	-8	-2	0.4	-2	-19	-7
O=C(O)c1cn(Cc2ccccc2Cl)c2ccc(S(=O)(=O)N3CCOCC3)cc2c1=O	19	18	1	-4	8	4	-0.3	28	-36	-2
CCOc1ccc(-c2cnc(N)n2C)cc1	-34	22	2	2	-6	-3	0.3	-5	-24	-2
CCOC(=O)c1ccc(NC(=O)c2ccc(CO)c(C(=O)NC3CCN(C(=O)OCC)CC3)c2)cc1	2	4	13	3	-4	3	-0.6	44	-46	3
O=C(NCc1ccc(OC(F)(F)F)cc1)C1CC(c2cccc(F)c2)=NO1 (stereo unspecified)	4	-7	-8	nt	1	nt	-0.6	-12	nt	-5
CCN(c1ccccc1)S(=O)(=O)c1csc(C(N)=O)c1	2	21	-2	-4	-3	-4	-0.5	16	-21	1
CCOc1ccc(CNCCc2ccc(S(N)(=O)=O)cc2)cc1	20	20	8	-5	6	-2	-0.4	38	-16	8
CC(C)Oc1cccc(C(=O)C2CCCN(Cc3ccc(Oc4ncccn4)cc3)C2)c1 (stereo unspecified)	28	36	5	-2	0	1	-0.5	31	-12	-2
CCOc1ccc(NC(=O)Nc2cc(C)ccc2OC)cc1	-78	11	2	0	13	4	2.7	24	-26	2
O=C(c1ccco1)N(CC1CCCO1)c1nc(-c2ccccc2)cs1 (stereo unspecified)	-38	16	3	7	0	-2	0.5	17	-43	7
Cc1ccc(C(=O)c2cc3ccccc3o2)cc1[N+](=O)[O-]	-119	4	34	-11	10	-3	4.1	64*	4	0
NC(=O)C1CCN(C(=O)C2c3ccccc3C(=O)N3CCc4ccccc4C23)CC1 (stereo unspecified)	-18	19	-4	-4	-8	-3	-0.4	6	4	3
CCN1CCCC1CNC(=O)CCNC(=O)c1cc(OC)c(OC)c(OC)c1 (stereo unspecified)	6	22	2	-1	-3	-4	0.0	-5	-45	-4
Cc1ccc(C)c(-c2ccc(=O)n(Cc3cccc(Br)c3)n2)c1	16	-2	13	0	-7	3	0.9	41	-24	-3
COc1cccc(NC(=O)CCCNC(=O)Cn2cnc3sc(C)c(C)c3c2=O)c1	0	-58	1	-4	4	-3	0.3	17	-11	1
Cc1cc(C)c2c(c1)-c1c(ssc1=S)C(C)(C)N2C(=O)CSc1nncn1C	17	8	-12	11	12	0	-0.1	-5	-7	12
Cc1cccc(C)c1N1C(=O)CC(N(O)c2ccccc2)C1=O (stereo unspecified)	2	5	8	-3	-7	4	0.5	8	-12	-5
COc1ccc(CNS(=O)(=O)c2ccc(-n3cnnn3)c(OC)c2)cc1	-7	41	-11	2	-2	4	0.1	6	-18	-1
Nc1ncnc2nc(SCC(=O)Nc3ccccc3F)[nH]c12	-1	-12	-4	-6	1	1	-0.2	5	-26	-9
O=C(Cc1ccccc1)Nc1nnc(-c2cccc([N+](=O)[O-])c2)s1	12	29	1	-10	6	-1	-4.7	0	-30	3
CCc1nc(Nc2cccc(O)c2)c2oc3ccccc3c2n1	-13	34	-6	-2	1	2	2.0	12	-5	5
Cc1cc(C)c2nc(N3CCCC(C(=O)NCCCN4CCOCC4)C3)sc2c1 (stereo unspecified)	-77	8	-4	-1	3	2	1.5	12	-76	-9
CCOC(=O)C1(c2csc(N)n2)COC(=O)C1 (stereo unspecified)	11	13	-7	-2	-11	0	0.4	-11	-12	-4
O=c1nc(/C=C/c2ccc(O)c(O)c2)oc2ccccc12	-159	10	19	0	22	1	2.4	28	-113	nt
CCCc1nc2ccc(NC(=O)c3cccs3)cc2c(=O)n1Cc1ccc(Cl)cc1	-4	13	18	-11	-2	-7	0.3	43	-8	-1
Cc1ccc(-n2nc(C(=O)N/N=C/c3cccc(C(F)(F)F)c3)c3ccccc3c2=O)cc1C	-9	36	-3	1	15	4	0.1	-2	-13	0
O=C(c1ccc(F)cc1)N1CCN(c2cc(N3CCCCC3)c(F)cc2[N+](=O)[O-])CC1	22	5	2	-8	-10	3	-0.2	6	-39	1
O=C(COC(=O)c1ccc(Cl)c(S(=O)(=O)N2CCc3ccccc3C2)c1)Nc1ncc(Cl)cc1Cl	-1	12	5	7	-11	-2	0.0	13	-46	6
Cn1ncc2cc(NC(N)=S)ccc21	-8	27	4	2	2	-6	0.3	25	-13	5
CC(OC(=O)c1ccncc1)C(=O)Nc1cccc(Cl)c1 (stereo unspecified)	12	25	0	-9	-4	-1	-0.4	-6	-2	-13
O=C(/C=C/c1cccs1)NC(=S)NNC(=O)c1ccccc1O	103*	59	0	-4	4	0	0.9	-3	2	-6
Cc1nnsc1C(=O)NNc1ccc(C(C)(C)C)cc1	-10	24	-5	-4	-3	0	-0.2	-3	-6	-2
CC(Oc1ccc(F)cc1)C(=O)N(CCC1=CCCCC1)c1c(N)n(Cc2ccccc2)c(=O)[nH]c1=O (stereo unspecified)	5	13	9	nt	-21	nt	-0.2	8	nt	3

aSyn 5UTR inh: entries above that show a hit
SMILES	aSyn 5UTR inh	AI-2 QS mod	HSF1 inh	Platelet DG rel	HSP90 inh	HSF-1 act	KLF5 inh	HDAC3 inhib
O=C(/C=C/c1cccs1)NC(=S)NNC(=O)c1ccccc1O	103*	59	0	4	0	-3	2	-6

(cont.)
SMILES	aSyn 5UTR inh	AI-2 QS mod	HSF1 inh	IEC-6 tox	Platelet DG rel	HSP90 inh	HIF activator	HSF-1 act	KLF5 inh	HDAC3 inhib
COc1ccc(Nc2nc(OC)nc(N3CCOCC3)n2)cc1	-1	8	0	2	-4	-7	0.6	-6	-31	1
COc1ccc(CNC(=O)NC(C)(C)c2cccc(C(C)(C)NC(=O)NCc3ccc(OC)cc3)c2)cc1	-28	13	11	3	-8	4	-0.4	6	12	-1
COc1ccc(/C=C/c2nc(C#N)c(NCCN(C)C)o2)cc1OC	8	nt	-23	-5	-5	-1	0.7	-7	-33	-2
O=C(CN1CCN(S(=O)(=O)c2ccc(Br)cc2)CC1)Nc1ccccc1F	4	17	-3	0	11	4	0.4	2	-11	2
COc1ccc(C(=O)NCc2ccc(C)cc2)cc1S(=O)(=O)N1CCCc2ccccc21	-31	34	-4	-1	4	7	-0.2	-6	-48	6
O=S(=O)(c1ccc(F)c(F)c1)N1CCC2(CC1)OCCO2	5	4	1	-1	-5	0	-0.4	-6	-23	3
CC1(C)CC(=O)C=C(NNC(=O)c2cccnc2)C1	16	24	-5	0	15	3	-0.2	-1	-20	7
Cc1ccccc1-n1nnnc1SCC(=O)NCC1CCCO1 (stereo unspecified)	-5	16	-1	4	4	1	-0.5	-10	0	2
O=C(CCCCO)c1ccc(O)c(Cl)c1	5	29	-39	nt	5	nt	-0.7	-53	nt	-3
CCCC(=O)Nc1ccc2c(c1)nc(CN1CCCCC1)n2C	14	14	nt	0	12	6	0.2	nt	-10	9
COc1ccc(OC)c(NC(=O)CCN2CCN(c3ccccc3F)CC2)c1	17	19	-2	-2	1	3	-0.1	14	-29	-2
O=c1c(Oc2ccccc2Br)c(C(F)(F)F)oc2c(CN3CCCC3)c(O)ccc12	-8	19	-8	-2	2	2	0.4	-6	-20	6
O=c1cc(-c2cccc(Br)c2)oc2cccc(O)c12	-141	19	6	nt	1	nt	-0.1	12	nt	-2

Compound activity deposited in PubChem BioAssay by several laboratories.
